# Compound activity (PubChem BioAssay)
# Growth percent in the NCI-60 one-dose screen (48 h, 10 µM unless noted): 100 = growth as untreated, 0 = no growth, -100 = all killed.
# UACC-62: UACC-62 melanoma. actives 5.4% (n = 81,000). AID 1794756
# RPMI-8226: RPMI-8226 leukemia cells | actives 7.5% (n = 77,000)
# M14: M14 melanoma. actives 6.2% (n = 80,000)
# HOP-92: HOP-92 NSCLC cells; actives 6.3% (n = 71,000); AID 1794738
# HOP-62: HOP-62 NSCLC. actives 3.9% (n = 80,000). AID 1794735
# EKVX: EKVX NSCLC | actives 3% (n = 71,000) | AID 1794765
# A549/ATCC: A549/ATCC NSCLC | actives 3.7% (n = 81,000) | AID 1794740
# CCRF-CEM: CCRF-CEM leukemia. actives 7% (n = 77,000)
# Active calls of the source: *; / = no result given. Rule for the calls: active = growth percent below 10; inactive = the rest.
1) CNC(=O)c1cc(Oc2ccc3c(c2)sc2nc(-c4ccc(N)cc4)cn23)ccn1
2) S=c1ssnc1-c1cc2ccccc2o1
3) CCCC(CCC)NCCOC(=O)c1ccc(N)cc1
4) N#Cc1c(N2CCNCC2)nc2sc3cccc(Cl)c3n2c1=N
5) CC1COc2c(N3CCN(C)CC3)c(F)cc3c(=O)c(C(=O)N/N=C/c4ccc5c(c4)OCO5)cn1c23 (configuration not stated)

assay / entry,1,2,3,4,5
UACC-62,41.9,86.6,102.4,88.9,98.8
RPMI-8226,40.5,21.4,106.2,89.7,104.6
M14,15.5,52.4,112.9,105.2,/
HOP-92,58.4,4.6*,/,91.1,99.9
HOP-62,46.8,86.7,110.2,85.7,102.0
EKVX,40.9,76.6,/,84.1,94.7
A549/ATCC,24.5,88.2,100.8,103.6,102.7
CCRF-CEM,/,7.9*,96.9,98.6,95.8

6) O=C(O)c1ccc(-c2nn(-c3ccc(C(=O)O)cc3)cc2/C=N/Nc2nc(-c3ccc(F)cc3)cs2)cc1
7) CCCCCCCCCCCCCCCCN=C(CC(=O)O)C(=O)O
8) S=C(Nc1ccc(Cl)c(Cl)c1)N1c2ccccc2-n2cccc2C1c1cccnc1 (configuration not stated)
9) O=C(/C=C/c1cccnc1)c1ccccc1O
10) Cc1ccc(-c2nc3ccc(Cl)cn3c2NC(C)(C)CC(C)(C)C)o1

assay / entry,6,7,8,9,10
UACC-62,99.7,/,88.8,97.0,42.3
RPMI-8226,110.1,103.1,74.5,24.8,29.0
M14,97.6,95.8,123.4,99.8,48.3
HOP-92,101.3,/,87.9,74.7,64.5
HOP-62,93.9,105.5,119.2,109.7,72.7
EKVX,93.7,112.8,100.2,105.4,80.0
A549/ATCC,108.9,96.1,104.0,93.7,64.6
CCRF-CEM,106.5,86.1,89.6,64.4,65.7

11) CC1(C)N=C(N)N=C(N)N1c1ccc(OCCOc2ccc(NC(=O)CBr)cc2)cc1
12) O=C(O)CC(C(=O)O)C(CC(=O)O)C(=O)O (configuration not stated)
13) O=c1oc2ccc(Cl)cc2c(=O)n1-c1ccc(F)cc1F
14) O=S(=O)(NCCCNc1nccc(-c2[nH]c(-c3ccccc3)nc2-c2ccc(Cl)c(O)c2)n1)c1cccc(F)c1
15) COc1cc(C2C(C#N)=C(N)OC3=C2C(=O)c2ccccc2C3=O)ccc1O (configuration not stated)

assay / entry,11,12,13,14,15
UACC-62,62.2,/,3.5*,19.3,90.1
RPMI-8226,/,/,-1.0*,41.1,103.8
M14,75.1,107.0,20.3,/,43.3
HOP-92,/,81.4,-22.9*,85.5,102.9
HOP-62,107.8,92.4,4.1*,75.2,73.6
EKVX,72.2,98.7,36.2,65.2,101.5
A549/ATCC,76.6,73.4,4.9*,65.2,97.9
CCRF-CEM,/,/,13.7,32.9,110.1

16) Cc1nn(-c2ccccc2)c(N2CCCCC2)c1/C=N/NC(N)=S
17) COc1ccc([C@H]2[C@H](C(=O)Nc3cccc4c3CCCC4)c3ccccc3C(=O)N2c2ccc(OC)cc2)cc1
18) O=C(NN1CCCCC1)NN1CCCCC1
19) NNC(=O)C[n+]1ccccc1
20) O=C1C(=Nc2ccc(F)c(Cl)c2)c2cccc3cccc1c23

assay / entry,16,17,18,19,20
UACC-62,73.1,84.1,105.3,92.6,52.8
RPMI-8226,82.4,106.7,103.1,97.7,8.5*
M14,101.6,93.2,99.4,100.8,63.2
HOP-92,67.9,93.5,97.5,89.6,96.9
HOP-62,90.5,77.6,96.4,91.4,81.2
EKVX,58.3,100.6,/,103.4,75.5
A549/ATCC,91.0,70.1,102.5,99.5,89.6
CCRF-CEM,94.3,81.9,/,/,6.2*

# Rewritten with bars between the fields: part of the list above.
cpd | smiles | UACC-62 | RPMI-8226 | M14 | HOP-92 | HOP-62 | EKVX | A549/ATCC | CCRF-CEM
17 | COc1ccc([C@H]2[C@H](C(=O)Nc3cccc4c3CCCC4)c3ccccc3C(=O)N2c2ccc(OC)cc2)cc1 | 84.1 | 106.7 | 93.2 | 93.5 | 77.6 | 100.6 | 70.1 | 81.9
18 | O=C(NN1CCCCC1)NN1CCCCC1 | 105.3 | 103.1 | 99.4 | 97.5 | 96.4 | / | 102.5 | /

# Next part:
21) O=C1CCC2CN3CCc4c([nH]c5ccccc45)C3CC2C1 (configuration not stated)
22) Cc1ccc(-c2csc(C3=C(O)CN(CCCO)C3=N)n2)cc1
23) CC(C)=CCCc1cc(-c2cc(CCC=C(C)C)nc(N)n2)nc(N)n1
24) O=C(/C=C/C=C/c1ccc2c(c1)OCO2)N/N=C\c1ccc(O)cc1O
25) Cc1cc(C)c2c(n1)sc1c2[nH]c(=O)c2nnn(-c3ccccc3)c21

assay / entry,21,22,23,24,25
UACC-62,109.6,100.4,101.2,14.3,99.0
RPMI-8226,92.1,93.3,112.1,47.7,96.6
M14,106.2,129.1,110.5,30.3,103.4
HOP-92,104.8,68.0,106.5,53.4,104.4
HOP-62,103.5,86.6,97.5,27.1,99.2
EKVX,112.9,91.1,93.9,20.2,100.9
A549/ATCC,90.6,91.4,101.2,36.1,93.5
CCRF-CEM,94.2,81.6,103.5,18.0,93.1

26) CCC1(C)CCC(C)c2cc(C(C)=O)c(C)cc21 (configuration not stated)
27) CN1c2ccccc2Sc2cc(C3CCC(=O)N3c3cc(Cl)cc(Cl)c3)ccc21 (configuration not stated)
28) O=C(O)c1ccc(-c2ccc(/C=N/NC(=O)c3[nH]c4ccc(Br)cc4c3-c3ccccc3)o2)cc1
29) Cc1ccccc1NC(=O)c1ccccc1
30) Nc1nc(Nc2ccccc2SSc2ccccc2Nc2nc(N)nc(-c3cccs3)n2)nc(-c2ccsc2)n1

assay / entry,26,27,28,29,30
UACC-62,105.6,89.1,18.0,100.0,71.0
RPMI-8226,101.7,89.9,14.8,89.8,71.9
M14,100.8,102.2,0.8*,102.4,96.5
HOP-92,105.4,72.4,-8.7*,89.7,104.2
HOP-62,96.3,103.0,9.5*,78.9,-41.2*
EKVX,101.5,92.0,22.3,109.3,77.3
A549/ATCC,90.5,90.1,49.5,88.9,18.4
CCRF-CEM,105.8,90.4,-0.5*,85.9,60.5

31) CC(=O)OCCCCCC[n+]1ccc(SCC(=O)n2ccc3ccccc32)c2ccccc21
32) CCOC(=O)/C(C#N)=C/c1ccccc1OC
33) O=C(Nc1ncc(Cc2ccc(Br)cc2)s1)C1=NCCCN1
34) O=C(Nc1ccc(Oc2ccc(Nc3nc4ccccc4s3)cc2)cc1)Nc1ccc(Cl)c(Cl)c1
35) NC1=C(/C(N)=N/O)C(c2ccccc2Cl)c2ccc3ccccc3c2O1 (configuration not stated)

assay / entry,31,32,33,34,35
UACC-62,91.5,/,98.6,21.1,88.4
RPMI-8226,94.8,101.9,98.5,22.2,94.0
M14,95.5,105.8,97.7,26.3,75.7
HOP-92,101.3,/,110.9,37.9,76.0
HOP-62,94.7,117.1,106.4,47.0,71.7
EKVX,98.1,/,98.7,/,101.1
A549/ATCC,104.5,109.0,101.1,32.8,100.2
CCRF-CEM,100.3,98.9,96.9,24.5,96.4

36) Cc1ccc(S(=O)(=O)N/N=C\c2cc(Cl)ccc2O)cc1
37) Nc1ccc(N2CCN(c3ccc4nc(-c5ccc6nc(-c7ccc(O)cc7)[nH]c6c5)[nH]c4c3)CC2)cc1
38) CC(C)(C)CC(C)(C)n1nnnc1C(Nc1ccccc1)c1cc2cccc3ccc4cccc1c4c32 (configuration not stated)
39) CCC1S/C(=N\N=C(/C)c2ccc[nH]2)N(c2ccccc2)C1=O (configuration not stated)
40) CCOC(=O)c1csc(NC(=O)COc2ccc(/C=C3\Oc4cc(OC)ccc4C3=O)cc2)n1

assay / entry,36,37,38,39,40
UACC-62,106.2,84.4,67.4,100.7,87.8
RPMI-8226,82.3,115.4,82.2,57.5,79.5
M14,96.2,91.6,90.2,114.8,105.8
HOP-92,72.9,88.5,49.7,70.5,100.1
HOP-62,105.1,90.7,86.1,107.9,112.3
EKVX,112.8,97.8,73.5,116.0,99.3
A549/ATCC,82.0,103.6,78.5,82.6,94.0
CCRF-CEM,74.0,115.1,86.7,-86.5*,30.6

41) Cc1nn(-c2ccccc2)c2c1C(c1cc3ccc(Cl)cc3[nH]c1=O)C1=C(CC(C)(C)CC1=O)N2 (configuration not stated)
42) C=C(C)[C@@H]1CC[C@]2(C(=O)O)CC[C@]3(C)[C@H](CC[C@@H]4[C@@]5(C)C[C@@H](CC#Cc6ccccn6)[C@H](O)C(C)(C)[C@@H]5CC[C@]43C)[C@@H]12
43) Nc1cc(-c2c[nH]c3ccc(Cl)cc23)nc2cc(-c3c[nH]c4ccc(Cl)cc34)nn12
44) C[C@]12CCc3c(ccc4cc(O)ccc34)[C@@H]1C[C@H](O)[C@@H]2O
45) COc1ccc(-c2nc3c4c(-c5ccccc5)cn(-c5ccc(F)cc5)c4ncn3n2)cc1

assay / entry,41,42,43,44,45
UACC-62,81.3,73.5,70.4,88.6,85.3
RPMI-8226,79.3,73.5,59.4,97.1,87.3
M14,87.2,85.5,48.6,102.6,113.0
HOP-92,69.8,80.0,28.9,85.6,87.5
HOP-62,76.6,94.0,85.7,91.7,112.2
EKVX,79.0,88.2,54.4,74.7,76.7
A549/ATCC,76.9,88.3,44.2,106.4,115.5
CCRF-CEM,108.6,95.3,42.0,84.7,119.5

46) Cn1cc(-c2nc(-c3c[nH]c4ncccc34)cs2)c2cc(Cl)ccc21
47) O=C(O)C#Cc1ccccc1[N+](=O)[O-]
48) CN1CCc2c(sc3nc(-c4c(F)cccc4Cl)[nH]c(=O)c23)C1
49) COc1ccc(OC)c(-c2c(C#N)c(-c3ccc(C)cc3)nc3c2c(-c2ccccc2)nn3-c2ccccc2)c1
50) COC(=O)CSC(=O)N(c1ccccc1)c1ccccc1

assay / entry,46,47,48,49,50
UACC-62,64.3,97.7,94.1,85.3,98.7
RPMI-8226,34.2,98.3,100.5,99.9,103.5
M14,42.2,100.1,103.5,100.6,99.6
HOP-92,40.4,/,97.6,99.2,102.1
HOP-62,86.0,94.8,95.7,93.5,103.4
EKVX,41.8,91.5,97.3,98.2,99.3
A549/ATCC,43.0,114.4,102.9,98.6,98.8
CCRF-CEM,33.8,99.5,101.3,101.7,99.0

51) Cc1ccc(S(=O)(=O)C/C(=N/Nc2ccc(S(N)(=O)=O)cc2)c2cc3ccccc3oc2=O)cc1
52) Cc1ccc(C(F)(F)F)cc1N1CCN(C(=O)[C@H]2C[C@H]2c2cccc(C(F)(F)F)c2)CC1
53) CCCCCCn1c(=O)c2c(nc(NCCc3ccc(OC)c(OC)c3)n2C)n(C)c1=O
54) Cc1c(Cl)cccc1S(=O)(=O)Nc1nc2c(s1)CN(Cc1ccccc1)CC2
55) O=C(C1=Cc2cc3ccccc3n2Cc2cnnn21)c1ccc(Br)cc1

assay / entry,51,52,53,54,55
UACC-62,97.8,58.4,77.1,86.8,76.4
RPMI-8226,120.0,61.7,47.5,64.6,82.4
M14,106.0,93.1,87.0,95.7,95.4
HOP-92,103.5,65.0,79.9,/,88.2
HOP-62,108.3,100.6,102.8,98.2,83.4
EKVX,104.0,74.9,94.8,98.6,98.4
A549/ATCC,99.6,68.4,98.0,101.7,74.5
CCRF-CEM,130.2,80.1,97.0,84.5,82.3

56) COc1ccc(/C=C/c2c(C(C)=O)c(=O)[nH]c3ccccc23)cc1
57) Cc1cc(C(=O)Nc2cc(Nc3ncccc3-c3ncnc4nc[nH]c34)ccc2F)cc(C(C)(C)C#N)c1
58) CCO/C=N/C1=C(C#N)C(c2ccc(OC)cc2)c2sc3c(F)cccc3c2O1 (configuration not stated)
59) CC(=O)c1ccc(NC(=O)CSc2nc3c([nH]2)c(=O)n(C)c(=O)n3C)cc1
60) COC(=O)c1ccccc1I

assay / entry,56,57,58,59,60
UACC-62,78.2,3.8*,12.2,104.4,95.9
RPMI-8226,89.2,24.0,7.6*,118.1,97.2
M14,103.1,5.3*,22.6,93.6,98.6
HOP-92,49.8,-13.4*,62.6,84.1,/
HOP-62,91.0,48.5,49.5,102.9,93.6
EKVX,98.5,56.0,49.4,102.5,98.6
A549/ATCC,88.0,48.7,43.3,96.4,95.3
CCRF-CEM,100.0,42.4,12.2,98.9,93.2

61) COC(=O)c1cc(N)nn1C
62) COc1ccc(/C=C(\C#N)C(=O)N2c3ccccc3Sc3ccc(SC)cc32)cc1F
63) O=C1CCC(C(=O)NNc2ccccc2)N1 (configuration not stated)
64) Cc1ccc(S(=O)(=O)Oc2ccc(NC(=O)C3CCCCC3)cc2)cc1
65) COc1ccc(/C=C2/Oc3c(c(OC)c4ccoc4c3CN3CCOCC3)C2=O)cc1

assay / entry,61,62,63,64,65
UACC-62,125.0,71.3,43.4,88.6,78.2
RPMI-8226,101.5,95.6,67.5,72.0,43.6
M14,82.5,105.1,51.4,90.3,102.3
HOP-92,71.8,/,88.0,97.3,65.9
HOP-62,99.7,97.0,98.6,107.8,95.6
EKVX,106.2,97.8,77.0,74.1,89.2
A549/ATCC,97.6,85.7,88.0,81.9,89.4
CCRF-CEM,90.0,93.9,50.1,/,58.8

66) CCN(CC)CCSc1nc2ccccc2n1C
67) CC(=O)Nc1ccc(O)c(Br)c1
68) CCn1cc(C(=O)N[C@H]2C(OC(C)=O)[C@@H](OC(C)=O)C(COC(C)=O)O[C@H]2OC(C)=O)c(=O)c2ccc(C)nc21 (some centres not stated)
69) COc1cc(O)c2c(c1)/C=C/C[C@H](O)[C@H](O)C(=O)/C=C\C[C@H](C)OC2=O
70) COc1cc(C2CC(=O)Nc3c2cnn3C)cc(OC)c1OC (configuration not stated)
71) COc1ccc(/C=C2\CN(C)Cc3c2nc2nc(SC)[nH]c(=O)c2c3-c2ccc(OC)cc2)cc1

assay / entry,66,67,68,69,70,71
UACC-62,99.0,89.7,99.9,-16.3*,106.2,99.3
RPMI-8226,121.6,105.9,/,-4.4*,112.4,102.2
M14,83.0,99.4,109.5,-22.7*,103.1,119.0
HOP-92,84.9,/,96.5,-15.4*,/,112.5
HOP-62,90.8,99.4,109.8,51.1,98.2,120.1
EKVX,104.5,102.5,108.6,44.2,119.4,89.3
A549/ATCC,98.6,96.9,105.0,58.6,106.8,/
CCRF-CEM,104.8,104.4,95.5,8.5*,113.7,102.6
